Source: PubChem BioAssay (NCI)
NCI-60 one-dose screen, 48 h, at 10 µM unless noted. Numbers give growth in % (100 = growth as untreated, 0 = no growth, -100 = all killed).
UACC-257: UACC-257 melanoma | 78,000 compounds, 4.4% hits | AID 1794764
SK-MEL-5: SK-MEL-5 melanoma; 80,000 compounds, 6.4% hits; AID 1794755
UACC-62: UACC-62 melanoma. 81,000 compounds, 5.4% hits. AID 1794756
SK-MEL-2: SK-MEL-2 melanoma; 77,000 compounds, 4.7% hits; AID 1794763
EKVX: EKVX NSCLC. 71,000 compounds, 3% hits. AID 1794765
M14: M14 melanoma | 80,000 compounds, 6.2% hits | AID 1794745
A549/ATCC: A549/ATCC NSCLC. 81,000 compounds, 3.7% hits
MALME-3M: MALME-3M melanoma; 78,000 compounds, 5.8% hits; AID 1794766
* = called active by the depositor; nt = no result given; & = joins results of further samples. How the source made its calls: active means growth percent below 10; inactive means the rest.

SMILES	UACC-257	SK-MEL-5	UACC-62	SK-MEL-2	EKVX	M14	A549/ATCC	MALME-3M
O=C(O)CCCc1cn(Cc2cn(CC(=O)Nc3ccc(Br)cn3)nn2)c2ccccc12	102	102	93	105	102	96	109	85
C=C1C(=O)O[C@H]2[C@H]1CC/C(C(=O)NCCOCCOCC(=O)Nc1ccc(OC)c(C(N)=O)c1O)=C\CC[C@@]1(C)O[C@@H]21	69	102	93	82	96	99	84	87
CCOC(C)(c1ccc(Cl)cc1)C1CCNCC1 (stereo unspecified)	78	102	101	106	73	87	68	100
O=C(Nc1ccc(F)c(Cl)c1)Nc1ccc2oc(=O)ccc2c1	103	90	81	112	95	101	85	91
CC/C(=C(\CC)c1ccc(OCC[N+](C)(C)C)cc1)c1ccc(OC)cc1	39	44	42	99	96	58	53	68
CC(/C=C\c1ccccc1)c1ccccc1 (stereo unspecified)	115	102	100	100	108	108	101	117
CC(=O)OC1CC(C)CCC1C(C)C (stereo unspecified)	99	101	95	100	104	nt	106	98
Cc1[nH]c(/C=C/C(=O)c2ccc(C(F)(F)F)c(F)c2)c(C)c1C(=O)NCC(F)(F)F	93&97	92&90	76&89	103&106	67&82	78&96	76&83	80&87
O=c1c2ccccc2nc(-c2ccccc2)n1/N=C/c1ccc2c(c1)OCO2	105	nt	92	79	59	89	98	73
c1ccc2c(OCCCN3CCOCC3)c3oc4ccccc4c3nc2c1	101	54	55	141	66	94	57	54
COc1ccc(-c2nc3sc(C)nn3c2-c2nc3cc(C)c(C)cc3[nH]2)cc1	100	93	88	104	nt	103	96	88
CCc1c(C)c(=N)c2ccccc2n1C	103	93	88	103	nt	103	98	105
CCCCC(=S)SSC(C)(C)C	102	100	104	nt	107	99	97	95
COc1cc(C=O)ccc1OC(=O)c1cc(-c2ccc(C)cc2)n(-c2ccc(S(C)(=O)=O)cc2)n1	101	100	91	108	99	109	103	102
COc1c(/C(C)=N/N=c2sc(C(C)=O)nn2-c2ccc([N+](=O)[O-])cc2)c(Oc2ccccc2)c(OC)c2occc12	111	101	97	113	94	108	76	94
COc1ccc2[nH]c(=O)c(CSc3cccc(N)c3)cc2c1	62	6.4*	17	64	49	24	46	97
O=C(CCN1CCCC1)Nc1ccc2c(NCCCCc3ccccc3)c3ccccc3nc2c1	-61*	-31*	65	-7.2*	38	-73*	-45*	-89*
O=C(Nc1ccccc1)c1cc(-c2ccccn2)nc2ccccc12	108	147	89	103	110	96	97	nt
CCOC(=O)C(C#N)C(C#N)c1ccc(OC)c(OC)c1 (stereo unspecified)	105	nt	101	106	114	103	108	106
O=C1N(CCc2ccccc2)c2ccc(Br)cc2C12NN=C(c1ccccc1)S2 (stereo unspecified)	104	35	52	82	39	53	55	74

Complete entries from above. Order of values: UACC-257, SK-MEL-5, UACC-62, SK-MEL-2, EKVX, M14, A549/ATCC, MALME-3M
CCOC(=O)C(C#N)C(C#N)c1ccc(OC)c(OC)c1 (stereo unspecified) is listed with 105, nt, 101, 106, 114, 103, 108, 106
O=c1c2ccccc2nc(-c2ccccc2)n1/N=C/c1ccc2c(c1)OCO2 is listed with 105, nt, 92, 79, 59, 89, 98, 73
Cc1[nH]c(/C=C/C(=O)c2ccc(C(F)(F)F)c(F)c2)c(C)c1C(=O)NCC(F)(F)F is listed with 93&97, 92&90, 76&89, 103&106, 67&82, 78&96, 76&83, 80&87
COc1ccc(-c2nc3sc(C)nn3c2-c2nc3cc(C)c(C)cc3[nH]2)cc1 is listed with 100, 93, 88, 104, nt, 103, 96, 88

Continuation.
SMILES	UACC-257	SK-MEL-5	UACC-62	SK-MEL-2	EKVX	M14	A549/ATCC	MALME-3M
CC1c2ccccc2CC(CCN(C)C)c2ccccc21 (stereo unspecified)	118	88	nt	100	98	79	107	83
C/C=C/C1C(/C=N/N(C)C)C(C#N)(C#N)C1(C#N)C#N (stereo unspecified)	81	96	91	104	105	97	101	116
CC(C)c1nc2ccccc2n1CC(=O)N/N=C/c1ccc(OCc2ccccc2)cc1	88	88	74	92	93	95	89	101
O=C(O)c1cn(C2CC2)c2cc(N3CCN(S(=O)(=O)c4ccc(Cl)cc4Cl)CC3)c(F)cc2c1=O	108	20	85	91	nt	90	94	92
COc1cc(/C=C/C(=O)c2cccc(OCC(=O)O)c2)cc(OC)c1OC	102	103	102	124	104	105	99	108
CN(C)Cc1ccc2ccccc2c1O	102	98	90	101	117	105	88	95
COc1cc(C)ccc1Oc1nc(Nc2ccc(N3CCOCC3)cc2)ncc1NCc1cc(C(F)(F)F)cc(C(F)(F)F)c1	83	94	78	95	96	100	58	89
COc1cccc(-n2cc(-c3nc(Nc4cc(C)[nH]n4)c4ccccc4n3)nn2)c1	83	-42*	51	51	nt	54	36	43
Cc1nn(-c2ccc(-c3ccc(OC(F)(F)F)cc3)cc2)c2nc[nH]c(=O)c12	99	101	103	104	94	110	91	113
COc1ccccc1CNCCCN1C(=O)c2ccc3c4c(ccc(c24)C1=O)C(=O)N(CCCNCCCCNCCCCN)C3=O	-56*	-85*	-75*	-56*	nt	-5.7*	-3.8*	-84*
N#Cc1c(-c2ccc(Cl)cc2Cl)c(C#N)c(=O)n(-c2nccs2)c1N	100	99	92	96	98	93	100	84
CC(=O)N1N=C(c2cccc(OCCCCOc3cccc(C4=NN(C(C)=O)C(c5ccc(Cl)cc5)C4)c3)c2)CC1c1ccc(Cl)cc1 (stereo unspecified)	73	58	67	95	65	90	78	95
CC(=O)O[C@H]1C[C@@]2(C)[C@@H](C[C@@H](O)[C@H]3[C@@]4(C)CC[C@H](O)[C@@H](C)[C@@H]4CC[C@@]32C)/C1=C(\CCC(Br)C(C)(C)N1CC=CCC1)C(=O)O (stereo partly specified)	104	92	96	118	104	99	95	97
O=C(CSCc1ccc([N+](=O)[O-])cc1)c1ccc(Br)cc1	94	97	88	nt	nt	112	96	101
Ic1cccnc1	106	102	97	109	97	94	103	nt
O=C1CCC(C(=O)NNc2ccc([N+](=O)[O-])cc2)N1 (stereo unspecified)	98	102	87	102	88	84	100	100
N=C(N)SCc1ccc(Br)cc1	84	93	nt	95	102	91	81	120
COc1cc(/C=C/C(=O)N2CCN(C(=O)/C=C/c3ccc(F)cc3)CC2)cc(OC)c1OC	101	101	107	116	109	101	96	105
O=C(CN1C(=O)C(=O)c2ccccc21)Nc1ccc(-c2nc3ccccc3s2)cc1	112	83	106	99	86	106	97	102
O=C1c2cc3c(cc2-c2c1c1ccc(Cl)cc1c(=O)n2C[C@H](O)CO)OCO3	-36*	-97*	-62*	-9.6*	4.7*	-14*	-19*	-27*
Cc1cc(O)ccc1N=Nc1ccccc1	101	92	101	104	101	102	105	95
Cc1ccc(/C=C/C(=O)c2ccc(F)cc2)s1	90	91	73	86	81	95	nt	79
CCCN(CCC)c1ccc(/C=C/c2ccnc3ccccc23)cc1	66	66	71	101	nt	83	52	79
COc1cccc(C(=O)NCCCNc2cc(-c3cn(-c4ccccc4)nc3-c3cccc(OC)c3)ccn2)c1	30	9.2*	26	70	60	34	30	52
CN(C)C(C(N)=O)c1ccc(Cl)cc1 (stereo unspecified)	95	101	91	102	98	97	97	103
COc1cc(C(=O)NC2CC(C)CC(C)(C)C2)cc(OC)c1OC (stereo unspecified)	104	94	99	95	110	117	94	89
Fc1ccc(-c2cc3nc(C(Cl)Cl)nc(-c4cccs4)n3n2)cc1	46	92	46	88	6.2*	nt	-14*	63
Nc1ccc(-c2cc(-c3cc4c([nH]c5ccccc54)c(-c4ccc(F)cc4)n3)cc(-c3ccccn3)n2)cc1	103	87	95	90	nt	108	77	84
COC(=O)[C@@H](NC(=O)NC(=O)NC(=O)CI)C(C)C	87	85	83	87	96	86	95	-46*
O=C1OC2Cc3cc(Cl)ccc3NC1C2 (stereo unspecified)	96	99	95	112	107	105	92	102
CCCCOc1ccc(S(=O)(=O)N2CCN(c3nc(C)cc(N4CCOCC4)n3)CC2)cc1	-47*	84	-24*	-8.8*	40	-16*	27	107
COc1cc(/C=N/Nc2ncc(-c3cc4cc5c(cc4o3)OCO5)s2)cc(OC)c1OC	42	4.9*	34	80	71	26	38	94
O=C(c1ccc2c(c1)OCO2)c1ccc[nH]1	102	99	118	126	nt	107	102	114
CCOC(=O)c1c(C)nc2c(c1N)CC(=O)N2Cc1cc(F)cc(Cl)c1	82	75	78	118	85	101	83	108
CCN1CCN(CC(=O)Nc2nc3ccc([N+](=O)[O-])cc3s2)CC1	110	101	100	116	97	105	102	107
COc1ccc(Cn2cc3c(c2)-c2oncc2CC3)cc1OC	59	9.7*	41	43	44	4.9*	26	nt
O=C(COc1ccc(/C=C2\Oc3ccc4ccccc4c3C2=O)cc1)c1ccc([N+](=O)[O-])cc1	94	92	92	49	100	93	nt	86
COc1ccc(-c2ccn(S(=O)(=O)c3ccc(C)cc3)n2)cc1	80	68	71	nt	nt	90	80	88
CCN(CC)c1ccc(/C=N/N=C(N)N)cc1	48	40	48	49	77	42	45	59
CCOC(=O)Oc1ccc(-c2noc(=O)[nH]2)cc1	88	100	98	100	95	92	90	104
CC1(C)CC[C@]2(C(=O)N3CCOCC3)CC[C@]3(C)C(=CC[C@@H]4[C@@]5(C)Cc6c([nH]c7ccccc67)C(C)(C)[C@@H]5CC[C@]43C)[C@@H]2C1	96	99	88	103	88	87	90	110
CNC(=O)c1cc(Oc2ccc3c(c2)sc2nc(-c4ccc(NC(=O)[C@@H](NC(=O)OC)C(C)C)cc4)cn23)ccn1	59	5.3*	43	60	66	64	81	49
Cn1c(=O)n(C)c2cc(CNCCNc3ccnc4cc(Cl)ccc34)ccc21	-62*	72	-47*	66	nt	-53*	70	44
CC/C(=C(\c1ccc(OCCN2CCCCCC2)cc1)c1ccc(OC(=O)Cc2ccccc2)cc1)c1ccccc1	92	99	91	99	108	103	87	104
O=C1C(=O)c2ccccc2C(O)=C1CCCc1ccc(C2CCCCC2)cc1	35	21	48	104	60	56	21	88
NC(=O)/C=C/C(=O)c1c(Cl)cccc1Cl	-82*	-94*	-71*	-67*	-36*	-96*	-43*	-68*
CC1=CSC2=NC(c3ccc(Cl)cc3)=CC(c3ccc(C)cc3Br)N12 (stereo unspecified)	99	103	106	100	nt	108	101	112
N#Cc1c(-c2cccc(F)c2)cc(-c2ccncc2)[nH]c1=O	108	104	95	119	104	101	98	108
O=C(/C=C/c1c(-c2ccc(Cl)cc2)nn(-c2ccccc2)c1C(F)(F)F)c1ccc(Cl)cc1	104	85	82	89	95	91	81	104
O=C(Nc1cccc(C2=NCCN2)c1)c1ccc(N=Nc2ccc(C(=O)Nc3cccc(C4=NCCN4)c3)cc2)cc1	55	80	68	57	63	65	34	30
CC1=C(C(=O)Nc2ccc(F)cc2)C(c2ccc(Cl)cc2)C2=C(CC(C)(C)CC2=O)N1 (stereo unspecified)	95	76	77	98	nt	99	78	160
O=C1C2=C(C(=O)c3c(O)ccc(O)c31)N(c1cccnc1)Cc1ccccc1O2	nt	11	-77*	-43*	2.1*	-78*	32	-80*
Cc1ccc(S(=O)(=O)NCCC(O)CC(C)c2ccc3ccccc3c2)cc1 (stereo unspecified)	103	91	84	137	90	108	90	97
O=S(=O)(Nc1cc(Sc2cccc3cccnc23)c(O)c2ccccc12)c1ccc(F)cc1	-25*	-40*	-27*	1.6*	37	-43*	12	-14*
Clc1ccc(C2=NCCN2)cc1	103	102	85	88	121	104	94	121
Brc1cccc(/C=N/Nc2nc(N/N=C/c3cccc(Br)c3)nc(N3CCCCC3)n2)c1	105	71	85	102	78	nt	89	85
CC1=NN(c2cccc(Cl)c2)C(=O)/C1=C\c1cccn1S(=O)(=O)c1ccc(C)cc1	78	74	67	65	73	80	79	73
COc1cccc(/C=N/N2CCCCCC2)c1OC	101	103	85	123	82	99	101	nt
O=C1/C(=C/c2cccs2)SC(=S)N1c1ccc(O)cc1	88	99	87	103	93	96	88	98
Cc1ccc(C(=O)C2OC3=C(C(=O)CC(C)(C)C3)C2c2cccc(Oc3ccccc3)c2)cc1 (stereo unspecified)	67	60	57	67	54	60	50	87

Other records.
SMILES	UACC-257	SK-MEL-5	UACC-62	SK-MEL-2	EKVX	M14	A549/ATCC	MALME-3M
COC(=O)C(CCC(=O)CN1C(=O)c2ccccc2C1=O)N1C(=O)c2ccccc2C1=O (stereo unspecified)	109	102	98	108	128	106	99	103
O=C1CSC(c2ccccc2[N+](=O)[O-])N1c1nnc(Cn2cnnc2)o1 (stereo unspecified)	116	100	93	nt	94	99	118	102
C=CCn1c(SCC(=O)c2ccc(Cl)cc2)nnc1-c1ccc(OC)cc1	106	98	86	nt	97	94	98	87
O=C(/C=C/c1ccc(Cl)cc1)c1ccc(Nc2ccnc3cc(Cl)ccc23)cc1	93	53	93	54	136	85	63	80
CC/C(=C(/c1ccc(Cl)cc1)c1ccc(OCCN2CCCCC2)cc1)c1ccc(Cl)cc1	78	87	97	nt	57	77	73	83
O=C1C2C(c3ccccc3)=C(c3ccccc3)C1[C@@]1(c3ccccc3)C(c3ccccc3)=CC(=O)[C@@H]21 (stereo partly specified)	82	39	48	110	51	nt	82	74
Brc1ccc(/C=N/Nc2nc3ccccc3s2)cc1	102	101	86	107	82	92	104	83
COc1ccc(/C=C/C(=O)c2c(C)nc3ccccc3c2/C=C/c2ccc(C)cc2)cc1	89	91	70	92	90	86	100	101

3 compounds drawn at random from the list so far:
SMILES	UACC-257	SK-MEL-5	UACC-62	SK-MEL-2	EKVX	M14	A549/ATCC	MALME-3M
O=C1CSC(c2ccccc2[N+](=O)[O-])N1c1nnc(Cn2cnnc2)o1 (stereo unspecified)	116	100	93	nt	94	99	118	102
Brc1ccc(/C=N/Nc2nc3ccccc3s2)cc1	102	101	86	107	82	92	104	83
COC(=O)C(CCC(=O)CN1C(=O)c2ccccc2C1=O)N1C(=O)c2ccccc2C1=O (stereo unspecified)	109	102	98	108	128	106	99	103
